Bioassay records (PubChem)
TSHR antagonist: human thyrotropin receptor antagonism. AID 504810. activity change, negative = inhibition, % at 11.5 µM. 0.2% of 330,000 active. TSHR-expressing cells, TSH-stimulated cAMP HTRF, 2 h; hits give low values. P16473;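 active means activity change below a set negative limit, meaning inhibition stronger than a set level, cut at about -70% in these data; inconclusive means activity change between two set negative limits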; further: on the % scale 0 is the no-effect control and ±100 the full control effect
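Competitive HTRF cAMP read-out (cryptate anti-cAMP antibody, cAMP-d2; 30 min, room temperature) in freshly harvested TSHR cells. Compounds added before TSH at EC80 (4nM final), followed by 2 hours' incubation at 37 deg C.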
Chronic BCR inh: blocks chronic active B-cell receptor signaling; ABC-DLBCL IkBa-CBG/CBR reporter, luminescence ratio, 4 h; Potency, µM (doses to about 46.1 µM), inactives show at the highest dose ratio change, negative = lower green/red ratio, actives largely listed as inhibitors; 0.05% of 340,000 active; AID 493014; active means well fitted inhibition curve with a large enough effect in the signal ratio, with a control signal flat, not every such curve was filed as active; inconclusive means small, poorly fitted or top-dose-only effect, or effect the other way, or a change in a side signal; the % refers to the signal ratio;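 further: potency means the concentration at half of the fitted maximal effect; plate controls were basal doxycycline-induced cells for no effect and cells given 10 µM MG132 for full effect; MG132 reads +100%, hits lower the ratio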
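Doxycycline induced both beetle luciferases in TMD8 lymphoma cells; IKK-driven degradation limits the IkappaBalpha-fused green signal, while red luminescence normalises for cell number and nonspecific effects. Compounds tested up to 46 uM, 4 hrs.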
TSG101-PTAP inh: blocks PTAP/TSG101 interaction to inhibit HIV-1 budding. 340,000 tested, under 10 active. AID 493005. Potency, µM (highest dose often 115 µM), without a hit: at the highest dose activity change, negative = inhibition, actives largely listed as inhibitors. Fluorescence polarization, FITC-PTAP peptide / Tsg101 binding. Q99816; active means well fitted inhibition curve with a large enough effect in the main read-out, with a control signal flat, not every such curve was filed as active; inconclusive means small, poorly fitted or top-dose-only effect, or effect the other way, or a change in a side signal; inactive means no such curve, though single readings can be large or run the other way; further: potency means the concentration at half of the fitted maximal effect; % of control where 0% means no effect
Target sequence (Q99816 whole entry, looked up): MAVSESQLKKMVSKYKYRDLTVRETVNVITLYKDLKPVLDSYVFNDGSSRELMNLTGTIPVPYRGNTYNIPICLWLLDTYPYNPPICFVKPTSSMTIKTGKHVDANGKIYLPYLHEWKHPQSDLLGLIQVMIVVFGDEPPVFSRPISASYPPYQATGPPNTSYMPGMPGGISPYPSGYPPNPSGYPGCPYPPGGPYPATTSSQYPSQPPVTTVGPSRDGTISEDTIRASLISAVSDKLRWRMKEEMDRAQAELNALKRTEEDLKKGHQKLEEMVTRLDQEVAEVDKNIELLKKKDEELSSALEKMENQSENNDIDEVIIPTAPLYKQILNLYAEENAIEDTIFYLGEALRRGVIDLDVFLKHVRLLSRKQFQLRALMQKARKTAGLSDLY
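FP read-out: FITC-PTAP peptide, 50 nM final, binding Tsg101 binding domain, 10 uM final; 20 min, r.t.; 10 mM HEPES pH 7.5, 0.15 M NaCl, 0.01% Tween 20, 3 mM EDTA, 0.1 mM TCEP.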
ASM inhibitor: blocks human secretory acid sphingomyelinase. P17405. placental ASM, HMU-PC fluorogenic substrate, 60 min. Potency, µM (series often up to 57.5 µM), for the others: at the top dose activity change, negative = inhibition, hits mostly inhibitors. 0.006% of 340,000 active; further: potency means the concentration at half of the fitted maximal effect
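qHTS format. ASM enzyme prepared from human placenta hydrolyses the fluorogenic substrate HMU-PC0 (9 uM final) over 60 min at 37 °C after a 10 min compound preincubation.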
ELG1 DNA repair: ELG1-dependent DNA repair inhibition; HEK293T ELG1-luciferase reporter, luminescence, 16 h; DNA damage induced by 5-fluorouridine; Potency, µM (titrated, usually from 46.1 µM), for the others: at the top dose activity change, negative = inhibition, actives largely listed as inhibitors; 2.3% of 330,000 active; AID 504467; further: potency means the concentration at half of the fitted maximal effect; on the % scale 0 is the no-effect control and ±100 the full control effect; nearly all actives have a fitted effect of over 55% in size
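Overnight (16 hr) co-exposure of 2,000 cells/well to 5-fluorouridine and compound at 37 °C preceded detection. Luciferase was quantified via ONE-Glo luminescence; loss of signal denotes inhibition.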
Tb PFK inh: T. brucei PFK enzyme inhibition. Potency, µM (top dose mostly 57.5 µM), without a hit: top-dose activity, negative = inhibition, actives largely listed as inhibitors. 0.17% of 330,000 active. O15648. T. brucei PFK, ADP-Glo luminescence. AID 485367;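 further: potency means the concentration at half of the fitted maximal effect; 0% = uninhibited 1x PFK enzyme wells and -100% = no-enzyme wells; nearly all actives have a fitted effect of over 60% in size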
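In TEA buffer at pH 8.0 with 5 mM MgCl2, enzyme (1.25 nM) converted F6P (0.5 mM) and ATP (0.1 mM) for 45 min at room temperature. ADP product was read by luciferase luminescence.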
TCR activator: T cell receptor activation | primary human leukocytes, anti-CD3, IL-2 HTRF, 48 h | Potency, µM (top dose mostly 9.22 µM), for the others: at the highest dose activation of IL-2 secretion, most hits filed as activators | 330,000 tested, under 10 active; further: % of control where 0% means no effect
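1) Mix primary human leukocytes, a-CD3 beads and compound. 2) Incubate 48 hr. 3) Add HTRF IL-2 reagents (a-IL-2-K, a-IL-2-d2).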
Eya2 phos inh: blocks the phosphatase activity of human Eya2; O00167; recombinant Eya2, OMFP fluorescence dephosphorylation (OMFP is methylfluorescein phosphate); Potency, µM (doses to about 76.9 µM), inactives show top-dose activity, negative = inhibition, usual class: inhibitors; 0.006% of 330,000 active; AID 488837; further: potency means the concentration at half of the fitted maximal effect; on the % scale 0 is the no-effect control and ±100 the full control effect
Target sequence (O00167 whole entry, looked up): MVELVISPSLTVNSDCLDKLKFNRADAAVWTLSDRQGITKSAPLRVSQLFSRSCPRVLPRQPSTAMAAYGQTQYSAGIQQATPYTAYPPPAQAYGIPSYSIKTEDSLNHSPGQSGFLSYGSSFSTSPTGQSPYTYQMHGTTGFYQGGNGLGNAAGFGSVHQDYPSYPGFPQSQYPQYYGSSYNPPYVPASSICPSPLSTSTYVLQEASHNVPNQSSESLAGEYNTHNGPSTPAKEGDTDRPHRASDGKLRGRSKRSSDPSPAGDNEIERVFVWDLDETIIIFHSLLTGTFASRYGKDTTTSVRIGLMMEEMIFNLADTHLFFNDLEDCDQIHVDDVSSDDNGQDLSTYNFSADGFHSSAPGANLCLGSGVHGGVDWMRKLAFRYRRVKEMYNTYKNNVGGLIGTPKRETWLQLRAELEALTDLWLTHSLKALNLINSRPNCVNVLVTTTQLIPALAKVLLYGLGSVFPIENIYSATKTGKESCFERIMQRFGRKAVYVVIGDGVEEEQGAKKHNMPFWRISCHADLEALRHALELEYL
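Eya2 protein (added as 0.2 uM solution) was preincubated with compound for 10 min at ambient temperature in 50 mM HEPES pH 7.5, 50 mM NaCl, 5 uM MgCl2, 0.05% BSA, 1 mM DTT. OMFP (added at 50 uM) then reacted 10 min; fluorescence read at 485/525 nm.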
Integrin act MD: activators of alpha7 integrin expression for muscular dystrophy. alpha7betagal myoblasts, beta-gal FDG fluorescence, 48 h. Potency, µM (highest dose often 38.3 µM), for inactives: top-dose activation, most hits filed as activators. 0.064% of 350,000 active;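 further: potency means the concentration at half of the fitted maximal effect; 100% = response of the positive control SU9516; nearly all actives have a fitted effect of over 60% in size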
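alpha7betagal+/- myoblasts (passage 13, 250/well) treated 48 h at 37C with compounds at 1:260 dilution of DMSO stock. Lysed, then beta-galactosidase activity read as FDG fluorescence (ex 480/em 540) after 30 min, with pre-read for autofluorescence.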
Mito fusion act: inhibitors of mitochondrial division or activators of mitochondrial fusion. S. cerevisiae fusion-defective mutant growth rescue, CellTiterGlo 48 h. Potency, µM (doses to about 46.1 µM), without a hit: top-dose growth rescue (activation), actives largely listed as activators. 0.23% of 320,000 active. AID 485298;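 further: potency means the concentration at half of the fitted maximal effect; % of control where 0% means no effect; nearly all actives have a fitted effect of over 45% in size; temperature-sensitive fusion mutants such as fzo1-1 at 37 °C on non-fermentable ethanol glycerol medium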
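Read-out: ATP-based luminescence (CellTiterGlo, 10 min ambient) reporting growth of fusion-defective ts yeast after 48 hours at 37C on glycerol/ethanol YPEG medium in the presence of compound.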
A-T KAP1 phos: potential ataxia-telangiectasia treatment; […] A-T fibroblasts, KAP-1 phosphorylation AlphaLISA; neocarzinostatin DNA damage 30 min before lysis; Potency, µM (titrated, usually from 57.5 µM), for inactives: at the highest dose activation, hits mostly activators; 0.19% of 320,000 active; AID 485349; further: potency means the concentration at half of the fitted maximal effect; % of control where 0% means no effect; nearly all actives have a fitted effect of over 45% in size
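hTERT-immortalized A-T patient fibroblasts ([…]), 500 cells/well in OPTI-MEM, 1% FBS, got compounds for 60 min, then NCS for 30 min at 37C. Lysates were then assayed for phospho-KAP-1 by AlphaLISA (anti-pKAP1 donor, anti-KAP1 acceptor beads), 6 hr at 25C.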
* = called active by the depositor; ? = inconclusive; . = no result given; [ ] = remark or other dose. Unless noted, the call rests on the fitted dose curve; in most records, active means well fitted curve in the direction sought with a large enough effect; inconclusive means small, poorly fitted or top-dose-only effect, or another doubt; inactive means no such curve, though single readings can be large; an effect the other way counts as inactive or inconclusive.

SMILES	TSHR antagonist	Chronic BCR inh	TSG101-PTAP inh	ASM inhibitor	ELG1 DNA repair	Tb PFK inh	TCR activator	Eya2 phos inh	Integrin act MD	Mito fusion act	A-T KAP1 phos
CCOC(=O)N1CCN(C(=O)C2CCN(Cc3nc(-c4ccccc4C)oc3C)CC2)CC1	9.2	?	-0.2%	-0.5%	-15.2%	-6.0%	5.5%	2.3%	-15.3%	-0.6%	5.8%
CCS(=O)(=O)N1CCN(c2ccccc2F)CC1	2.8	?	-6.4%	0.6%	2.6%	-8.5%	9.1%	7.2%	-3.2%	-1.8%	3.9%
Cc1ccc(N/C(N)=N/c2nc(C(F)(F)F)cc(C(F)(F)F)n2)cc1	-1.0	0.4%	-2.7%	-1.6%	2.7%	-5.3%	-0.7%	3.2%	22.0%	-1.2%	2.6%
Cc1ccc2c(c1)-n1c(nc3cc(F)ccc3c1=O)C(Cc1ccccc1)NC2=O (configuration not stated)	1.8	-0.6%	.	.	-1.9%	2.2%	.	9.8%	.	-0.7%	-6.7%
O=[N+]([O-])c1cccnc1SCc1c(F)cccc1Cl	7.1	?	-0.5%	-2.1%	29.2%	-2.1%	-3.9%	-24.8%	-31.3%	3.0%	-0.7%
CCOc1ccc(C(C)=O)cc1CN1C(=O)NC(C)(C2CC2)C1=O (configuration not stated)	2.7	-13.5%	1.1%	-3.1%	-1.9%	15.8%	-7.2%	-2.9%	35.0%	2.1%	-0.2%
CN1CCOc2ccc(S(=O)(=O)NCCc3ccc(Cl)cc3)cc21	-6.0	1.7%	-4.3%	-4.3%	0.0%	-5.2%	4.8%	-5.8%	20.1%	7.4%	3.2%
CCOc1cc(NC(=S)Nc2cccc(OC)c2)c(OCC)cc1NC(=O)c1ccc(C)cc1	14.3	13.2%	-2.2%	-3.2%	-9.8%	-1.2%	4.8%	0.5%	-1.5%	-14.2%	-5.5%
CN(C)/C=C/C(=O)c1cccc(C(F)(F)F)c1	-1.6	19.8%	0.3%	1.8%	?	-4.7%	2.5%	10.5%	?	5.9%	7.7%
CN(Cc1n[nH]c(=S)n1C)S(=O)(=O)c1ccccc1	9.5	-7.7%	-9.9%	-1.4%	3.6%	0.8%	21.9%	-3.9%	-23.1%	-2.6%	4.9%
CC(NC(=O)c1ccco1)c1cccc2ccccc12 (configuration not stated)	-6.6	-8.7%	-6.3%	-1.3%	4.4%	-3.7%	-2.8%[46.1 µM]	-15.4%	-22.4%	3.5%	2.5%
COc1ccc(-c2cc3nc(C)cc(-c4ccc(OC)cc4)n3n2)cc1	9.9	?	1.1%	141.6%[activator]	0.7%	-4.9%	-3.4%	-9.4%	-25.5%	-0.6%	?
CCOC(=O)c1c(C)[nH]c(C)c1S(=O)(=O)N(C)CC(=O)Nc1ccccc1	6.4	-1.3%	-3.7%	1.4%	4.6%	4.2%	-3.9%	-21.6%	-17.6%	-0.1%	0.8%
CCOc1cc2[nH]c(=S)n(C3CC3)c(=O)c2cc1OCC	0.1	?	3.0%	-1.7%	?	1.7%	-20.2%	3.1%	3.8%	4.6%	2.7%
CCc1ccc(NC(=O)CSc2nnc(C3CC3)n2CC2CCCO2)cc1 (configuration not stated)	-4.7	-4.8%	-4.6%	0.7%	-4.5%	-2.0%	7.7%	-0.1%	1.9%	4.1%	4.5%
CCOc1ccc(CNS(=O)(=O)c2c(C)nc3sccn3c2=O)cc1OC	-2.7	-0.7%	0.7%	1.6%	-6.6%	2.2%	1.2%	-3.7%	19.3%	0.5%	7.7%
Cc1c(NS(=O)(=O)c2cc(NC(=O)CCN3CCCC(C)C3)ccc2Cl)c(=O)n(-c2ccccc2)n1C (configuration not stated)	-5.5	2.8%	0.8%	8.0%	0.8%	-4.9%	3.6%	10.3%	9.3%	-6.0%	1.7%
C=CCN1CN(S(=O)(=O)c2ccc(OC)cc2)c2nc3ccccc3nc21	-7.6	1.8%	-5.4%	0.2%	4.1%	0.7%	-2.2%	-5.7%	-7.2%	-2.4%	2.7%
CCOC(=O)C1CCc2nc3ccccc3c(=O)n21 (configuration not stated)	-7.2	5.3%	-9.8%	4.2%	1.1%	-2.6%	7.9%	-0.3%	21.5%	-0.9%	3.1%
Cn1c2c(c(=O)n(C)c1=O)CN(Cc1ccc(F)cc1)CN2	-5.9	-4.4%	-4.1%	5.6%	2.5%	1.8%	0.9%	12.3%	13.6%	0.7%	7.5%
Fc1ccccc1/C=C1\CCCC2=C1Nc1nnnn1C2c1ccccc1F (configuration not stated)	-11.6	?	.	-2.8%	8.8%	0.2%	.	13.4%	-36.3%	-6.7%	24.9%
Cc1ccc(CCNC(=O)c2nc(CS(=O)(=O)c3ccc(Cl)cc3)no2)cc1	4.7	3.2%	-0.9%	-2.7%	-5.3%	1.2%	7.3%	-8.5%	-12.0%	-16.8%	7.4%
O=C(N/N=C/C1CCCCC1)c1cc(Cl)ccc1O	-4.1	?	-5.4%	12.9%	-16.7%	10.4%	2.0%	-20.8%	19.3%	3.2%	-3.9%
COc1cc(/C=C/C(=O)O)cc(S(=O)(=O)NNC(=O)c2ccc3c(c2)OCO3)c1OC	2.6	?	1.0%	2.0%	0.0%	0.0%	2.9%	-35.8%	21.4%	.	11.1%
O=C(O)CCN1C(=O)/C(=C\c2ccc(-c3nc4ccccc4s3)o2)SC1=S	-0.1	?	1.7%	-10.8%	?	-18.2%	4.0%	-24.1%	-9.3%	-0.4%	-3.1%
COC(=O)N/N=C/c1cc(C)n(-c2cccc3ccccc23)c1C	15.1	-11.4%	-2.8%	0.5%	11.6%	0.2%	-3.5%[46.1 µM]	-11.8%	?	3.7%	6.6%
Cc1ccc(S(=O)(=O)N2CCN(C(=O)COC(=O)CSc3cc(C)ccc3C)CC2)c(C)c1	-6.6	2.8%	-2.7%	4.7%	7.8%	-4.7%	1.9%	5.8%	36.9%	2.9%	0.7%
S=c1[nH]nc(-c2cc(-c3ccsc3)n[nH]2)n1-c1cccc2ccccc12	-5.1	-16.1%	-4.5%	-17.0%	20.3%	-8.9%	-2.9%	8.1%	-13.9%	3.0%	-1.0%
COc1cc(/C=C(\NC(C)=O)C(=O)NC(C)(C)C)ccc1OC(C)=O	1.8	0.5%	-9.7%	11.4%	?	2.8%	6.3%[46.1 µM]	3.6%	10.5%	-4.8%	-3.9%
CCSc1nnc(NS(=O)(=O)c2ccc(C)cc2)s1	-6.2	?	-6.8%	3.1%	6.4%	-1.7%	-0.1%[46.1 µM]	-3.1%	-10.6%	8.0%	0.0%
O=C(COc1ccc(C(F)(F)F)cc1[N+](=O)[O-])Nc1cccc(C(F)(F)F)c1	-3.3	8.2%	-0.1%	0.7%	11.3%	4.2%	-2.6%	13.1%	3.7%	-4.7%	4.4%
Cc1c(C(=O)Nc2ccccc2)sc2ncn(CC(=O)N3CCCCC3)c(=O)c12	-1.6	6.8%	-3.2%	-0.6%	-2.9%	2.3%	-2.4%	-1.6%	30.4%	5.3%	0.2%

Sorted by SMILES length (lowest first): some entries from above
SMILES	TSHR antagonist	Chronic BCR inh	TSG101-PTAP inh	ASM inhibitor	ELG1 DNA repair	Tb PFK inh	TCR activator	Eya2 phos inh	Integrin act MD	Mito fusion act	A-T KAP1 phos
CCS(=O)(=O)N1CCN(c2ccccc2F)CC1	2.8	?	-6.4%	0.6%	2.6%	-8.5%	9.1%	7.2%	-3.2%	-1.8%	3.9%
CN(Cc1n[nH]c(=S)n1C)S(=O)(=O)c1ccccc1	9.5	-7.7%	-9.9%	-1.4%	3.6%	0.8%	21.9%	-3.9%	-23.1%	-2.6%	4.9%
Cc1ccc(S(=O)(=O)N2CCN(C(=O)COC(=O)CSc3cc(C)ccc3C)CC2)c(C)c1	-6.6	2.8%	-2.7%	4.7%	7.8%	-4.7%	1.9%	5.8%	36.9%	2.9%	0.7%

This is a random part of the collection; overall some 3.2% were active at least once.
